From PubChem BioAssay
Mtb BioA inh: BioA (M. tuberculosis) enzyme inhibition. purified M. tuberculosis BioA enzyme, plate reader. inhibition, % at 9.99 µM. hit rate 0.096% among 360,000. AID 602481; in the data active = inhibition above about 40%
Yp Topo-I inh: blocks Yersinia pestis topoisomerase I activity; Y. pestis Topo-I cleavage product accumulation, plate reader; activity, % at 10 µM; hit rate 0.064% among 360,000; in the data active = activity above about 50%, passing the limit was not always enough; note: inactives centre near 2
UGM FP inh: inhibitors of M. tuberculosis UDP-galactopyranose mutase | inhibition, % at 10 µM | purified UGM, fluorescence polarization probe displacement | hit rate 0.06% among 320,000; in the data active = inhibition above about 10%, passing the limit was not always enough
Target sequence (P9WIQ1 whole entry, looked up): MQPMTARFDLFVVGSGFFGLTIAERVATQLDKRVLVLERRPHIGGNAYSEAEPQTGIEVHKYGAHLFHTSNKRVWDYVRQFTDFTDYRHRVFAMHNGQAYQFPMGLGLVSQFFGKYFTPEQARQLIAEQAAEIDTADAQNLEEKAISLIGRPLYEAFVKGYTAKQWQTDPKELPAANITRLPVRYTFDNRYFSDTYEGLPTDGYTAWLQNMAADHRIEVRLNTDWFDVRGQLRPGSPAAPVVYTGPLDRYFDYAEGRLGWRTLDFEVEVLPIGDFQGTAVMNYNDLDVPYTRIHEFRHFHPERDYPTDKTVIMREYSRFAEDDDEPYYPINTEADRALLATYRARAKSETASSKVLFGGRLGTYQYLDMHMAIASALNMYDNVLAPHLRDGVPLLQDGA
Mtb FBA inh: Mtb fructose-bisphosphate aldolase inhibition. AID 588726. P9WQA3. purified M. tuberculosis FBA, fluorescence read-out. hit rate 2.3% among 360,000. inhibition, % at 1 µM; in the data active = inhibition above about 27%;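 note: 0% = vehicle and 100% = reference inhibitor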
Target sequence (P9WQA3 whole entry, looked up): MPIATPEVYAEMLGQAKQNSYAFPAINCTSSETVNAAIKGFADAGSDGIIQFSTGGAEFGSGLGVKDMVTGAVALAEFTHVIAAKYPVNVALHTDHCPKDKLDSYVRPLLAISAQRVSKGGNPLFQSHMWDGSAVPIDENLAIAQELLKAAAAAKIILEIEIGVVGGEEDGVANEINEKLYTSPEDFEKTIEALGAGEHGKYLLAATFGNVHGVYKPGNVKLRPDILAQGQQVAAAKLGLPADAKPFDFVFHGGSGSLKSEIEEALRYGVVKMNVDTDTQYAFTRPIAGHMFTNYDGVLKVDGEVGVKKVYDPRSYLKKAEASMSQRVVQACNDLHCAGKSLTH
TcdB inh: TcdB glycohydrolase inhibition | hit rate 0.24% among 350,000 | inhibition, % at 9.99 µM | AID 652162 | TcdB glycohydrolase enzymatic assay, plate reader | P18177; in the data active = inhibition above about 10%
Vc quorum ag: quorum light induction in luxS cqsA deficient V. cholerae; V. cholerae BH1578 lux reporter, luminescence, 6 h; activation, % at 18.7 µM; hit rate 0.16% among 350,000; AID 588436; in the data active = activation mostly above about 9.7%, no sharp cut-off; note: not every result past the cut was called active; inactives centre near 0; reference of the scale not given here
PfHsp40 rescue: rescue of PfHsp40-mediated yeast toxicity | S. cerevisiae expressing PfHsp40, growth rescue, ATP luminescence | AID 504582 | growth rescue, % at 12.5 µM | hit rate 0.68% among 340,000; in the data active = growth rescue above about 28%, passing the limit was not always enough;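 note: yeast W303a lacking pdr1 and pdr3 grown in galactose medium; growth measured after three days at 30 °C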
FadD28 binding: M. tuberculosis FadD28 bisubstrate binding inhibition | FadD28 bisubstrate probe binding, fluorescence polarization | hit rate 0.22% among 360,000 | inhibition, % at 12.5 µM; in the data active = inhibition above about 8.5%, passing the limit was not always enough
GDH-TPI inh: inhibits GDH-TPI coupling enzymes, artifact for Mtb FBA screen. GDH-TPI coupled enzyme counterscreen, NADH absorbance. inhibition, % at 4.8 µM. hit rate 1.2% among 360,000; in the data active = inhibition above about 30%;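 note: 0% = DMSO wells and 100% = wells lacking the enzyme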
The depositor's hits bear a star; i = inactive; . = no result given; & = joins results of further samples. Rows are unselected; about 4.6% have a hit in one of these screens.

mol	Mtb BioA inh	Yp Topo-I inh	UGM FP inh	Mtb FBA inh	TcdB inh	Vc quorum ag	PfHsp40 rescue	FadD28 binding	GDH-TPI inh
O=S(=O)(NCCc1csc(-c2cccnc2)n1)c1cccs1	3.3	-11	-0.8	2	0.0	i	1.3	-4.8	-5
CCC/C=N/NC(=O)c1ccccc1O	.	7	1.4	1	-3.8	-0.3	-1.5	-1.5	-8
CCOC(=O)C1=C[C@@H](c2ccccc2)N(S(=O)(=O)c2ccc(C)cc2)[C@H]1c1cccc(Cl)c1	-1.0	.	.	1	2.3	.	.	0.4	.
Cc1ccc(NC(=O)CSc2ccc3nnc(-c4cccnc4)n3n2)cc1	1.5	-4	0.5	-2	0.7	-6.7	0.1	-4.6	-3
CCN(CC)CCOC(=O)c1cccc2c1-c1ccccc1C2O (stereo not drawn)	.	-2	-2.5	29*	-2.2	-0.9	-0.8	-1.1	-4
C[C@@H]1NC(=O)c2cc([N+](=O)[O-])cc(I)c2NCCCC[C@@H](C(N)=O)NC(=O)[C@H](CC(N)=O)NC1=O	9.9	10	2.4	.	.	i	-0.3	-5.5	.
COc1ccccc1NC(=O)Cc1nnc(SCC(=O)NC2CCCCC2)n1C	-0.8	-2	-1.5	0	-11	-0.4	0.0	-3.2	-5
Cc1nc(C)c(C(=O)O)s1	-1.3	0	0.9	3	1.4	-0.3	0.4	-1.1	9
Cn1c(SCC(=O)O)nc2sc3c(c2c1=O)CCC3	0.6	2	0.7	3	-1.1	-0.3	-0.7	0.2	11
Cc1cccc2c1N(CC(=O)OC(C)C)C(=O)C2=O	-0.3	-1	0.2	2	-9.8	0.1	1.5	-3.7	-2
CCOC(=O)c1c(NC(=S)NC)sc2c1CC(C)(C)SC2	.	-2	0.5	-2	0.5	i	-0.4	-2.1	18
O=C(NC(=S)Nc1ccccc1C(=O)O)c1ccc2ccccc2c1	.	8	-0.6	13	1.2	i	0.9	-5.8	5
O=C(O)c1ccc(NC(=O)c2ccccc2NC(=O)c2cccc(Br)c2)cc1	1.0	2	1.3	5	0.0	-0.3	0.3	-5.0	5
Cc1ccc2nc(-c3cccc(Br)c3)c(CC3CCCCC3)n2c1	3.2	.	.	1	-0.7	.	.	-3.8	.
COc1cc(S(=O)(=O)Nc2ccccc2C)ccc1Cl	1.1	-1	-2.9	12	.	i	1.1	-9.2	7
CCCOc1ccc(C2/C(=C(\O)c3c(C)[nH]c(C(=O)OC)c3C)C(=O)C(=O)N2CCN(C)C)cc1 (stereo not drawn)	1.5	-2	0.8	2	.	.	-1.2	1.2	16
Cc1ccc(C)c(S(=O)(=O)Nc2cc(SCC(=O)O)c(O)c3ccccc23)c1	.	5	0.6	-1	.	-0.3	-0.2	3.3	4
CCn1cc(C(=O)O)c(=O)c2cnc(N3CCN(C(=S)NC(=O)c4ccccc4)CC3)nc21	.	6	2.7	-1	0.8	11	-0.7	-2.6	5
Cc1nc2ccc(Br)cc2c2c1CC(CBr)O2 (stereo not drawn)	-0.2	2	-1.5	1	-0.3	-0.4	-2.2	-21	13
CN(C(=O)COC(=O)/C=C/c1cccs1)C1CCCCC1	2.2	15	1.3	-1	0.1	-1.8	-1.0	-0.8	26

Following part:
mol	Mtb BioA inh	Yp Topo-I inh	UGM FP inh	Mtb FBA inh	TcdB inh	Vc quorum ag	PfHsp40 rescue	FadD28 binding	GDH-TPI inh
COc1ccc(C(=O)CCC(=O)NCCc2c[nH]c3ccccc23)cc1	-0.7	0	-0.9	1	0.5	-0.5	.	-0.8	1
O=C(C[n+]1ccc(/C=C/c2ccccc2)cc1)c1ccc2c(c1)OCCO2	1.3	13	-1.8	3	2.6	-0.2	0.8	-1.8	16
CCn1c(SC(C)C(=O)NC2CCCc3ccccc32)nnc1-c1cccs1 (stereo not drawn)	-0.9	3	0.3	4	.	5.3	-0.2	-2.5	0
CC(C)CCNC(=O)C1CCC(=O)N1C(C)C (stereo not drawn)	-0.7	-12	-1.6	-3	.	-4.2	-1.0	-3.3	2
Cc1nc(CSc2nnc(Nc3cccc(C)c3C)s2)cs1	-0.9	13	-0.9	2	0.7	-0.4	1.4	-3.8	0
O=C(Cn1nc(C(=O)O)c2ccccc2c1=O)NCCC1=CCCCC1	-0.2	-4	1.0	2	.	i	0.3	-0.1	5
CCCOc1ccc(C(=O)O/N=C(\CC)c2ccc(C)cc2)cc1	0.0	5	-0.5	3	.	-0.3	-0.6	-1.9	7
CN(C(=O)c1cccc(NC(=O)Cc2ccc(NC(=O)C3CCN(C(=O)C4CC4)CC3)cc2)c1)C1CCCCC1	-1.2	8	.	5	0.4	-1.1	0.4	1.0	1
COc1cc(/C=C/C(=O)O)cc(S(=O)(=O)Nc2ccccc2Oc2ccccc2)c1OC	.	2	1.4	-3	1.2	-3.2	-0.1	-5.9	8
CC(=O)N1CC(=O)N=C1SCC(=O)Nc1nc(-c2ccccc2)c(-c2ccccc2)s1	.	12	2.3	-1	.	i	0.6	-2.8	10
O=C(Nc1ccc(O)cc1C(=O)O)c1ccc(NC(=O)c2ccco2)cc1	0.7	2	6.3	2	-2.1	-0.5	-0.4	1.1	10
CC1CCN(CCC(=O)Nc2ccc(F)c(F)c2)CC1	3.6	1	0.2	0	1.2	-0.8	-0.7	0.4	-3
CCCCNC(=S)N(CCN(C)C)Cc1cc2cc3c(cc2[nH]c1=O)OCCO3	1.1	1	2.8	14	2.5	0.7	0.7	-3.8	6
CCc1nc(C)cn1S(=O)(=O)c1ccc(Cl)c(Cl)c1Cl	-0.8	6	1.4	2	.	i	0.1	-0.6	8
COc1ccc(C(=O)NC2CCc3ccccc32)cc1OC1CCN(C(C)C)CC1 (stereo not drawn)	1.4	3	-2.0	3	0.6	i	-1.1	-2.0	1
COc1ccc(/C=N/NC(=O)c2cc(Br)ccc2O)cc1Cn1cc(Cl)cn1	-2.0	-11	1.1	5	-0.6	-0.5	-0.2	-1.6	14
Cc1nn(CC(=O)NCCCN2CCCCC2)c(=O)c2cc(-c3ccccc3)nn12	1.2	4	0.1	1	-1.3	-0.5	0.0	-0.2	-1
CCOC(=S)N/C(=N\S(=O)(=O)c1ccc(C)cc1)c1ccccc1	-0.6	-9	-1.2	0	-1.9	-0.3	-2.1	-2.5	-6
COc1cc(C(=O)Nc2ccc(C)cc2)c(-n2cnnn2)cc1OC	-0.8	3	2.3	-3	0.7	-0.3	1.1	-2.2	2
CC(C(=O)Nc1ccccc1)N1C(=O)c2ccccc2C1=O (stereo not drawn)	0.2	0	0.4	0	1.4	-0.2	0.4	-1.7	-2

Next structures follow.
mol	Mtb BioA inh	Yp Topo-I inh	UGM FP inh	Mtb FBA inh	TcdB inh	Vc quorum ag	PfHsp40 rescue	FadD28 binding	GDH-TPI inh
COc1ccc(CSc2nnc(C)n2N)cc1[N+](=O)[O-]	.	3	0.7	4	0.7	i	-2.5	-0.6	5
CC(C)Cc1nnc(NC(=O)CSc2nc(O)c(-c3ccccc3)c(=O)[nH]2)s1	-0.1	-4	2.4	5	-2.5	-0.9	-0.1	-1.8	3
O=C1C2C3C=CC(CC3)C2C(=O)N1c1ccc(Cl)cc1Cl (stereo not drawn)	-0.9	3	-0.5	0	1.0	-2.4	-0.9	-1.2	2
NC(=O)c1ccccc1N/C=C/C(=O)c1ccccc1	3.0	4	0.1	23	.	-0.3	-0.3	-5.1	14
CCc1nc(SCC(=O)c2ccc(Cl)s2)c2oc3ccccc3c2n1	-0.6	5	0.1	-1	.	i	0.8	0.5	11
COc1ccc2nc(Nc3ccccc3)sc2c1	.	-9	-1.7	-3	1.1	-0.3	6.2	2.3	5
CCCC(=O)Nc1c(-c2cccs2)c(=O)c2ccccc2n1C	-2.2	2	-0.3	0	.	-0.2	-1.7	-1.0	10
COc1ccccc1NC1=C(C)C(=O)CC1	-1.7	-1	1.4	6	.	0.0	0.7	-2.7	16
COc1ccc2c(CC(=O)Nc3ccc(OC)c(NS(=O)(=O)c4ccc(F)cc4)c3)coc2c1	-0.6	-3	3.5	-3	.	i	0.2	-1.8	3
Clc1ccc(Oc2nc3ccccc3n3cccc23)cc1	-0.7	1	-1.9	0	.	-1.3	-0.7	-0.5	-3
O=C(CSc1n[nH]c(=O)[nH]c1=O)c1ccccc1[N+](=O)[O-]	3.9	-7	3.6	2	-1.1	i	1.2	-3.1	1
COc1ccc(NC(=O)CSc2ncnc3c2cnn3Cc2ccccc2)cc1	-0.9	2	0.2	2	.	.	-0.3	-2.5	-2
O=C(CCCSc1nc(-c2ccco2)cc(C(F)(F)F)n1)NCC1CCCO1 (stereo not drawn)	.	13	2.5	0	.	-0.1	1.0	-0.9	33*
Cc1cc(C)c(Nc2cc(S(=O)(=O)O)c(N)c3c2C(=O)c2ccccc2C3=O)c(C)c1	.	-12	-2.0	-3	.	-3.4	71*	64*	11
O=C(c1cccc2ccccc12)N1CCN(c2ccc([N+](=O)[O-])c(NCc3ccco3)c2)CC1	-0.8	34	0.9	-8	1.0	-0.1	0.4	-3.0	8
Nc1ncnc2c1ncn2[C@@H]1O[C@H](C(=O)N2CCN(c3ccc(Cl)cn3)CC2)[C@@H](O)[C@H]1O	0.4	.	.	14	1.4	.	.	-0.6	.
NC(=O)Cc1ccc(C(=O)CSc2nnc(-c3ccncc3)n2C2CC2)s1	-0.7	-1	-0.3	-2	1.8	i	-0.8	0.0	6
COc1cccc(OC)c1C(=O)Nc1ccccc1C(=O)N1CCOCC1	0.7	3	-1.7	5	.	1.4	-0.3	-0.4	-9
CCOc1ccc(C(=O)OCC(=O)NCCNC(=O)COC(=O)c2ccc(OCC)cc2)cc1	-1.2	0	0.2	3	0.4	0.5	-1.2	0.4	3
COc1ccccc1C(=O)N1CCN(C(=O)c2ccncc2)CC1	0.2	-4	-0.1	-2	.	0.9	-0.1	0.4	-2

(next part)
mol	Mtb BioA inh	Yp Topo-I inh	UGM FP inh	Mtb FBA inh	TcdB inh	Vc quorum ag	PfHsp40 rescue	FadD28 binding	GDH-TPI inh
Cc1cccc(NC(=O)c2nc[nH]c2C(=O)Nc2ccccc2F)c1	0.2	0	.	-3	-1.0	-0.5	.	-2.6	5
CC(C)(C)C1CCC(=NNS(=O)(=O)c2ccc(Br)cc2)CC1 (stereo not drawn)	1.3	9	3.5	3	.	-5.0	0.0	-2.2	1
O=C(CCS(=O)(=O)c1cccc2nonc12)NC1CCCCCC1	-0.3	1	-1.9	2	.	i	-0.6	-1.3	11
N#CC(c1ccc(Cl)cc1)c1nc2ccccc2nc1C(F)(F)F (stereo not drawn)	-1.5	2	-2.9	-1	.	i	53*	-3.4	-3
COC(=O)c1cccc(Cn2c(Cl)c(/C=N/Nc3ccccc3C)sc2=O)c1	-2.4	-4	3.8	-2	.	i	-0.4	-1.6	16
CCC(CC)c1nnc(NC(=O)C2CSC3(C)CCC(=O)N23)s1 (stereo not drawn)	0.8	1	3.5	1	1.0	-1.4	1.6	-3.0	-2
O=C(C1=C[C@H](c2ccc3c(c2)OCO3)C[C@H](OCCCCO)O1)N1CCN(Cc2ccccc2)CC1	-5.3&-1.0	-2	2.9	7	0.4&1.5	i	0.4	-0.2	4
N/C(COc1ccc(Cl)cc1Cl)=N\NS(=O)(=O)c1ccccc1	0.3	7	-2.3	-1	.	-0.6	-2.2	0.7	1
COC(=O)c1sccc1NC(=O)CSCCc1ccncc1	.	9	.	0	0.2	i	-1.5	-3.0	0
COc1ccc(C(=O)NCCNc2nc3c(C)cccc3cc2C#N)cc1	-1.4	-5	-0.4	20	-0.1	-0.4	-0.4	-0.1	4
CCc1cc2ccc(C)c(C)c2nc1SCC(=O)Nc1cc(C)on1	-1.2	-3	1.4	0	0.9	i	0.0	-1.7	-1

Taken from above:
CCOC(=O)C1=C[C@@H](c2ccccc2)N(S(=O)(=O)c2ccc(C)cc2)[C@H]1c1cccc(Cl)c1 @ Mtb BioA inh: -1.0
O=C(C1=C[C@H](c2ccc3c(c2)OCO3)C[C@H](OCCCCO)O1)N1CCN(Cc2ccccc2)CC1 @ PfHsp40 rescue: 0.4

Sorted by length of the SMILES (lowest first): part of the list above
mol	Mtb BioA inh	Yp Topo-I inh	UGM FP inh	Mtb FBA inh	TcdB inh	Vc quorum ag	PfHsp40 rescue	FadD28 binding	GDH-TPI inh
CCc1cc2ccc(C)c(C)c2nc1SCC(=O)Nc1cc(C)on1	-1.2	-3	1.4	0	0.9	i	0.0	-1.7	-1
COc1ccc(C(=O)NCCNc2nc3c(C)cccc3cc2C#N)cc1	-1.4	-5	-0.4	20	-0.1	-0.4	-0.4	-0.1	4
CC(C)(C)C1CCC(=NNS(=O)(=O)c2ccc(Br)cc2)CC1 (stereo not drawn)	1.3	9	3.5	3	.	-5.0	0.0	-2.2	1
